# Screens from PubChem BioAssay.
# LDHA block: qHTS assay for inhibitors of human lactate dehydrogenase; purified LDHA, NADH/diaphorase-resazurin fluorescence; hits give low values; activity change, % (values are at about 110 or 230 µM); actives 0.15% (n = 480,000); in the data active means activity change below about -30%; inconclusive means mostly about -25% to -30%;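 further: plate controls were DMSO wells for no effect and wells without enzyme for full effect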
#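 Remaining NADH was detected by diaphorase (0.133 mg/mL) converting 37 µM resazurin to fluorescent resorufin, read at 0 and 20 minutes. The preceding 5-minute room-temperature reaction used 2 nM LDHA, 0.2 mM sodium pyruvate and 0.06 mM NADH at pH 7.4.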
# Vif-APOBEC3F blk: qHTS for Inhibitors of Vif-A3F Interactions: qHTS; HeLa A3F-eYFP + Vif (tagged APOBEC3F with the HIV-1 protein that degrades it), YFP fluorescence increase; actives 0.2% (n = 390,000); Potency, µM (series often up to 46.1 µM), for the others: at the highest dose activity, negative = active; AID 602313, 2012; further: potency means the concentration at half of the fitted maximal effect; % of control where 0% means no effect; nearly all actives have a fitted effect of over 65% in size
#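 HeLa cells stably expressing A3F-eYFP plus Vif, plated and incubated overnight at 37 deg C, then exposed to compounds overnight at 37 deg C. Blocked degradation read as raised yellow fluorescence (Ex 488/Em 500-530).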
# D2 PAM: HTS Assay for Positive Allosteric Modulators of the Human D2 Dopamine Receptor: Primary Screen for Potentiators | AID 485347, 2010 | HEK293 T-REx D2, calcium flux, EC20 dopamine potentiation | potentiation, % at 10 µM | actives 0.34% (n = 340,000);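 active means potentiation over 3 SD above the plate norm, cut at about 30% in these data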; further: 0% is about no effect
#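 Potentiation of an EC20 dopamine calcium response measured kinetically over 180 s, after a preceding 180 s compound-only read flagging agonists. Cells: inducible Hek293 Trex D2 line, 4000/well, cultured overnight at 30 C before dye loading.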
# GRP78 ERSR act: qHTS for Inducers of the Endoplasmic Reticulum Stress Response (ERSR) in Human Glioma: qHTS; U87-MG GRP78 promoter luciferase reporter, 16 h; Potency, µM, for inactives: at the top dose activation, usual class: activators; actives 0.02% (n = 420,000); AID 602332, 2012; further: potency means the concentration at half of the fitted maximal effect; series mostly up to about 76 µM; % of control where 0% means no effect; nearly all actives have a fitted effect of over 35% in size
#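 Stably transfected U87-MG human glioma cells carrying a GRP78-based luminescent sensor were seeded at 1000 cells/well, pin-dosed with compounds and incubated 16 h. Luciferase reagent was then added, and end-point luminescence was read after 10 min at room temperature.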
# D1 antag: Antagonist of Human D 1 Dopamine Receptor: qHTS | D(1A) dopamine receptor (Homo sapiens), P21728 | HEK293 TREx D1 cells, calcium flux, dopamine EC80; hits give low values | activity change, negative = inhibition, % at 10 µM | actives 3.2% (n = 360,000) | AID 504652, 2011; in the data active means activity change below about -30%; further: on the % scale 0 is the no-effect control and ±100 the full control effect
# Target sequence (P21728 whole entry, looked up): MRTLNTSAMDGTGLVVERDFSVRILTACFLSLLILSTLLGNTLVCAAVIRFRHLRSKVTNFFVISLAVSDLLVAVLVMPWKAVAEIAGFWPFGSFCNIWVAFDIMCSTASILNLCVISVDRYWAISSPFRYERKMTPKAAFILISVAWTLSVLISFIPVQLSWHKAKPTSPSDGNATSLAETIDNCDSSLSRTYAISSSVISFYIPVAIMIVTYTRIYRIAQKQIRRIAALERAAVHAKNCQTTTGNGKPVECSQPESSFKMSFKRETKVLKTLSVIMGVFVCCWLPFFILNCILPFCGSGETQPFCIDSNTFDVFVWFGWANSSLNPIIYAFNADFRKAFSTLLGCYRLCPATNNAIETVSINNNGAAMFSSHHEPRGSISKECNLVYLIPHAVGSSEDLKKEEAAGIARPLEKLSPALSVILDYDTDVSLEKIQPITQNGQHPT
#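 Allosteric or orthosteric antagonism assessed as attenuation of the calcium response to EC80 dopamine, added 180 s after compound, in induced HEK293 Trex D1 cells loaded with no-wash calcium dye.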
# D1 ag: Allosteric Agonists of the Human D1 Dopamine Receptor: qHTS; D(1A) dopamine receptor (Homo sapiens), P21728; HEK293 T-REx D1 cells, calcium flux, agonist mode; activation, % at 2 µM; actives 1% (n = 360,000); in the data active means activation above about 30%; further: 0% is about no effect
#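 Agonism was scored from calcium flux recorded over 180 s (1 read/s) after pintool compound addition, following a 10-cycle baseline. Cells were inducible force-coupled HEK293 TREx D1, plated overnight at 30 C and loaded with no-wash calcium dye.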
# Vif-APOBEC3G blk: qHTS for Inhibitors of Vif-A3G Interactions: qHTS; DNA dC->dU-editing enzyme APOBEC-3G (Homo sapiens), Q9HC16; HeLa A3G-eYFP + Vif (tagged APOBEC3G with the HIV-1 protein that degrades it), YFP fluorescence, overnight; Potency, µM (series often up to 46.1 µM), for the others: at the highest dose activity, negative = active, actives largely listed as inhibitors; actives 0.076% (n = 410,000); AID 602310, 2012;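 further: potency means the concentration at half of the fitted maximal effect; on the % scale 0 is the no-effect control and ±100 the full control effect; nearly all actives have a fitted effect of over 60% in size; hits raise eYFP signal because A3G escapes Vif-driven loss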
# Target sequence (Q9HC16 whole entry, looked up): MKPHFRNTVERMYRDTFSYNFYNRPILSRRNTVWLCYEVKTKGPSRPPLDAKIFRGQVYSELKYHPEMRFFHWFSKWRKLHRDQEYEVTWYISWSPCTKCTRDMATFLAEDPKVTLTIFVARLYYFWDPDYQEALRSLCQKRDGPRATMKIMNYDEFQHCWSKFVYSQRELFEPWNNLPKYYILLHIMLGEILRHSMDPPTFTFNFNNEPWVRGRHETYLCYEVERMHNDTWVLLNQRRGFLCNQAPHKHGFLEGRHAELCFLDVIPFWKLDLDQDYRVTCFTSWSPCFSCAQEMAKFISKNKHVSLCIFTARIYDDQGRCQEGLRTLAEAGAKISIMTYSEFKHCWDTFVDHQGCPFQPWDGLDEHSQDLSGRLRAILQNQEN
#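 HeLa cells stably expressing Vif and C-terminally eYFP-tagged A3G, seeded overnight at 37 deg C, then exposed to compound by pintool overnight at 37 deg C. Rise in yellow fluorescence (Ex 488/Em 500-530, Acumen) marks blocked Vif-driven A3G degradation.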
# D1 potentiator: Potentiators of Human D1 Dopamine Receptor: qHTS. D(1A) dopamine receptor (Homo sapiens), P21728. HEK293 TREx D1 cells, calcium flux, dopamine EC20 potentiation. potentiation, % at 10 µM. actives 0.036% (n = 360,000). AID 504651, 2011; in the data active means potentiation above about 30%; further: 0% is about no effect
# RXFP1 agonist: qHTS Assay for Agonists of the Relaxin Receptor RXFP1; actives 0.3% (n = 370,000); HEK293T-RXFP1 cAMP TR-FRET, 30 min; response scale: percent of porcine relaxin response, buffer zero; Potency, µM (series often up to 57.5 µM), inactives show top-dose activation, usual class: activators; AID 2676, 2010; Relaxin receptor 1 (Homo sapiens), Q9HBX9; further: potency means the concentration at half of the fitted maximal effect; on the % scale 0 is the no-effect control and ±100 the full control effect; nearly all actives have a fitted effect of over 60% in size; many of its hits are not listed in these tables
#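 cAMP rise read by TR-FRET after 30 min, 37C compound exposure (up to 58 uM) in RXFP1-transfected HEK293 cells with Ro 20174 present. EC50 from Hill-equation fits, with 29 nM porcine relaxin as 100% and buffer as basal.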
# * hit, by the source's call; ? = inconclusive; · = no result given; & = joins results of further samples. Unless noted, the call rests on the fitted dose curve; in most records, active means well fitted curve in the direction sought with a large enough effect; inconclusive means small, poorly fitted or top-dose-only effect, or another doubt; inactive means no such curve, though single readings can be large; an effect the other way counts as inactive or inconclusive. An excerpt, so the mix of outcomes need not match the whole.
mol	LDHA block	Vif-APOBEC3F blk	D2 PAM	GRP78 ERSR act	D1 antag	D1 ag	Vif-APOBEC3G blk	D1 potentiator	RXFP1 agonist
COc1cccc(CNC(=O)c2cc(-c3ccc(Cl)s3)nc3ccccc23)c1	-15.7	3.6%	-9.6	4.7%	-3.1	0.5	1.1%	0.6	18.8%
Cc1ccccc1CS(=O)(=O)c1ccc(C(=O)N2CCC(C)CC2)cc1[N+](=O)[O-]	-16.0	-5.7%	5.9	-7.3%	-6.3	2.4	8.8%	-10.9	2.7%
CCOC(=O)NC1(C(F)(F)F)C(=O)N(Cc2ccccn2)C2=C1C(=O)CC(C)(C)C2 (stereo not given)	-17.0	-13.0%	-0.2	-4.7%	-4.6	2.9	-2.3%	8.5	0.2%
CCOC(=O)C1(CCCc2ccccc2)CCN(Cc2cnn(C)c2)CC1	-4.9	?	·	-0.4%	-1.4	5.4	1.2%	2.4	-0.2%
COc1cc(C(=O)OCC(=O)NCc2ccc(F)cc2)ccc1OCC(C)C	2.6	-7.1%	9.5	-4.4%	-6.6	4.3	-10.3%	-6.5	19.8%
CNC(=O)CS(=O)CC(=O)Nc1cc(OC(C)C)c(Cl)cc1Cl (stereo not given)	-10.6	-10.9%	12.1	-0.9%	1.0	0.9	-0.4%	3.1	-2.5%
O=C(COc1ccc2c(c1)CCC2)N1CCc2ccccc21	-5.8	0.5%	·	1.8%	-11.9	2.3	-2.5%	-2.0	0.6%
CCCC(C)C(=O)Nc1ccc2c(c1)OCCO2 (stereo not given)	0.8	0.2%	-5.7	-6.6%	-1.5	0.0	0.7%	-2.2	0.2%
Cc1nc(C(=O)Nc2ccccc2)sc1C(=O)Nc1ccccc1	1.3	-0.5%	-7.4	2.9%	-16.2	2.4	-0.9%	-3.1	0.0%
O=C(Nc1ccc(C(=O)N2CCN(c3ccc(F)cc3)CC2)cc1)c1nsc2ccccc12	-2.3	-5.0%	3.0	-4.2%	-5.7	1.7	-0.8%	-2.5	4.4%
CC(c1ccccc1)n1c(-c2ccc(Cl)cc2)n[nH]c1=S (stereo not given)	1.0	0.0%	5.5	-2.3%	-12.9	1.9	-5.0%	-5.4	0.5%
COc1ccc(NC(=O)CCC(=O)c2cccs2)cc1S(=O)(=O)Nc1ccc(Cl)cc1	-3.5	-31.7%	15.3	1.0%	-7.7	4.4	2.1%	-4.4	-1.9%
CCOC(=O)C1CCN(C(=O)C2CCN(S(=O)(=O)c3cccc4cccnc34)CC2)CC1	·	·	-5.5	·	-2.9	2.7	·	-3.0	0.9%
COc1ccc(C(=O)NCCSC2CCCCC2)cc1	-2.3	?	15.5	4.3%	-42.9*	0.8	3.0%	-5.4	2.4%
CC(Oc1ccc(Br)cc1)C(=O)Nc1ccc(S(=O)(=O)NC2=NCCCCC2)cc1 (stereo not given)	5.1	0.8%	·	2.3%	·	·	-18.8%	·	·
O=C(CN1CCCC1)Nc1ccc([N+](=O)[O-])cc1Cl	-0.7	-28.0%	-5.2	-1.0%	-10.4	-0.5	-0.2%	-8.4	-1.2%
CCOc1cc2c(cc1OCC)C(c1ccc(O)c(OC)c1)NCC2 (stereo not given)	-5.3	-3.5%	·	3.1%	·	·	4.3%	·	·
CCOc1ccc(NS(=O)(=O)c2ccc(C(=O)NC3CCN(Cc4ccccc4)CC3)cc2)cc1	-7.0&11.1	5.3%	-14.4	-5.2%	-8.6	10.6	0.3%	-7.6	0.6%
O=C(CCN1C(=O)C2C3CCC(C3)C2C1=O)Nc1ccc(F)cc1 (stereo not given)	-6.9	1.1%	5.1	-2.4%	-9.3	-0.9	1.7%	5.2	0.9%
CCCc1cc(N2CCN(c3ccccc3)CC2)n2cnnc2n1	6.2	3.8%	-4.8	-4.5%	3.5	2.8	-4.7%	-1.8	4.3%
CCn1cc(S(=O)(=O)c2cccc(Cl)c2)c(=O)c2cc(F)c(N3CCN(c4ccccc4)CC3)cc21	-3.3	0.5%	3.2	10.9%	-6.4	-0.5	-9.9%	-2.1	16.8%
Cc1cc(NC(=O)Cc2cc(F)cc(F)c2)no1	-4.9	0.8%	1.0	-3.8%	-7.1	0.3	4.3%	9.2	-4.1%
Cc1ccc(S(=O)(=O)c2nnn(-c3cccc(F)c3)c2N)cc1	-2.5	0.1%	4.6	-4.2%	-33.1*	10.3	0.5%	-1.1	0.6%
CNC(=O)CN1C(=O)C2C3C=CC(C3)C2C1=O (stereo not given)	-3.4	-1.6%	11.0	-1.3%	9.3	2.0	-1.0%	2.7	-2.0%

# 2 of these compounds, set out differently.
# Values run as follows: LDHA block	Vif-APOBEC3F blk	D2 PAM	GRP78 ERSR act	D1 antag	D1 ag	Vif-APOBEC3G blk	D1 potentiator	RXFP1 agonist
- CNC(=O)CN1C(=O)C2C3C=CC(C3)C2C1=O (stereo not given)
 : -3.4	-1.6%	11.0	-1.3%	9.3	2.0	-1.0%	2.7	-2.0%
- Cc1cc(NC(=O)Cc2cc(F)cc(F)c2)no1
 : -4.9	0.8%	1.0	-3.8%	-7.1	0.3	4.3%	9.2	-4.1%

# Next records:
mol	LDHA block	Vif-APOBEC3F blk	D2 PAM	GRP78 ERSR act	D1 antag	D1 ag	Vif-APOBEC3G blk	D1 potentiator	RXFP1 agonist
CSc1nnc(CCNS(=O)(=O)c2ccc(Br)cc2)n1C	-5.4	-0.8%	11.8	-0.7%	9.9	-0.6	-3.7%	-0.1	0.4%
COc1cc2oc(=O)c(CC(=O)N3CCCCC3)c(C)c2cc1Cl	-0.5	-4.0%	10.3	-2.3%	-0.5	-0.4	-5.0%	-0.2	0.3%
O=C(c1cc(F)ccc1F)C1CCCN(C(=O)CCN2CCCCO2)C1 (stereo not given)	-3.5	0.8%	1.6	2.7%	2.9	1.7	-1.8%	-1.4	-0.6%
CCOC(=O)CCC(=O)NNC(=O)c1ccc(NC(=O)c2ccccc2)cc1	1.4	7.4%	9.9	-1.5%	0.3	2.1	0.3%	-1.9	-3.8%
Cc1ccc(OCC(=O)N2CCN(C(=O)c3cccs3)CC2)cc1	-0.9	1.0%	-4.4	-3.6%	-2.8	-1.1	0.7%	-1.0	0.0%
CCOC(=O)c1c(C)[nH]c(C)c1C(=O)COC(=O)/C=C/c1cccc(F)c1	-9.1	5.8%	-5.8	-0.5%	-19.3	2.2	0.6%	-4.9	1.9%
CC(C)(C)OC(=O)N1CCC(c2c(C(=O)NCc3ccccn3)cnn2-c2ccccc2)CC1	-1.0	0.2%	4.4	-2.0%	-2.0	0.6	7.0%	-1.4	-5.3%
CCN(CC(=O)Nc1c(F)cccc1F)C(=O)c1cccc(S(=O)(=O)N2CCc3ccccc3C2)c1	-8.6	-0.6%	-0.5	-4.4%	0.7	1.7	0.8%	1.1	0.5%
CCN(CC)C(=O)CSCc1cnn(-c2ccccc2)c1-n1cccc1	-2.5	4.1%	7.2	0.4%	-9.2	14.9	-1.3%	-7.5	2.3%
CSCCC(NC(=O)c1ccccc1Br)C(=O)Nc1ccc(C)cc1 (stereo not given)	-5.3	-1.9%	-10.2	-0.8%	-10.5	1.1	-3.5%	2.0	-0.4%
CCCCOc1ccc(C2OC34CCCCC3C(C#N)(C#N)C2(C#N)C(=N)O4)cc1 (stereo not given)	14.7	?	2.1	-0.8%	2.6	5.3	-1.9%	8.2	3.4%
CCc1cc(C(=O)N2CCN(C(=O)c3ccccc3)CC2)sc1C	-2.5	-22.0%	-7.1	-2.7%	1.9	0.9	-0.8%	0.7	2.3%
C=CCCC(=O)N1CCC(n2nccc2NC(=O)c2ccccc2C)CC1	-0.7	0.0%	11.0	0.5%	13.9	2.8	0.6%	6.0	0.4%
N/C(CCCN1CCCCC1)=N/O	-4.9	-6.5%	5.6	-3.2%	-5.5	0.6	3.0%	-0.9	0.8%
CCCCNC(=O)COC(=O)c1ccc(NC(C)=O)cc1	-0.2	-16.1%	-0.1	-1.3%	1.9	0.8	-3.5%	-4.3	2.7%
COc1cccc(NC(=S)N2CCn3c(nc4ccccc43)C2)c1	-1.0	-11.2%	-10.5	0.4%	-12.6	-0.5	0.2%	0.2	3.1%
Nc1c(C(=O)Nc2nc3ccccc3s2)sc2nc(-c3cccs3)ccc12	-16.5	7.94µM*	12.8	-10.9%	3.2	112.1*	11.2µM*	-3.4	?
c1ccc(CCOn2ccnc2)cc1	-7.7	-7.3%	24.0	-0.2%	-22.6	2.7	-0.3%	-6.0	2.8%
CCO[C@H]1OC(C(N)=O)=C[C@@H](c2csc3ccccc23)[C@@H]1CCCO	-4.9	-11.5%	-23.6	-2.0%	14.7	4.6	-5.1%	-0.6	-0.9%
O=C(COC(=O)C1CCN(c2ccc(C(F)(F)F)cn2)CC1)c1ccccc1	-3.3	3.0%	-9.0	5.1%	18.2	5.3	-0.2%	-3.8	0.1%
CC(O)CNc1ncnc2cc(-c3ccc(F)cc3)sc12 (stereo not given)	-3.3	-4.0%	-6.9	6.6%	5.0	-0.5	4.4%	-4.5	6.8%
CNc1cc(CSC)nc(SCc2ccc(Cl)cc2Cl)n1	7.7	-6.3%	8.4	0.3%	-15.7	7.5	-1.0%	-0.6	-0.7%
O=C(N/N=C/c1cccc2ccccc12)c1ccccc1Cl	-12.6	-1.3%	·	-3.2%	-9.8	0.5	-10.2%	-7.2	-1.6%
